M5 antag – human M5 muscarinic receptor antagonists, primary screen, CHO cells, Fluo-8 calcium fluorescence | 360,000 compounds, 0.59% hits | inhibition, % at 3 µM | Muscarinic acetylcholine receptor M5 (Homo sapiens), P08912 | CHO-hM5 cells, ACh EC80;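 active = inhibition above a per-plate cutoff, the mean of that plate's test compounds plus 3 SD, cut at about 27% in these data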;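 note: 0% = acetylcholine EC80 with DMSO and 100% = DMSO without agonist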
Target sequence (P08912 whole entry, looked up): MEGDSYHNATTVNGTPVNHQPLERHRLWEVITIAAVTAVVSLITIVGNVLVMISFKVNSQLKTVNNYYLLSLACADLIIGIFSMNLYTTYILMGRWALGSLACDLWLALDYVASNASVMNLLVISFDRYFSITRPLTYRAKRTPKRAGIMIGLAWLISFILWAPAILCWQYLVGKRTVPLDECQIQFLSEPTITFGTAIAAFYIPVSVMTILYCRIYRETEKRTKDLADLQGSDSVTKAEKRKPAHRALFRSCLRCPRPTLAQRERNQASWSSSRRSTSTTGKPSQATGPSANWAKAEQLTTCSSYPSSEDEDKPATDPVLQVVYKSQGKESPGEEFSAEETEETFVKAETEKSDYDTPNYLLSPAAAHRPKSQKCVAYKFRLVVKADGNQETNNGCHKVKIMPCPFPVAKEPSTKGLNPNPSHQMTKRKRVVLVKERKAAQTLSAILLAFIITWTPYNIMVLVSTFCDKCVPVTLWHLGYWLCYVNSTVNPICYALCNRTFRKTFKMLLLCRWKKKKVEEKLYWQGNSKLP
TAAR1 ag – human TAAR1 agonists, primary screen, Fluo-8 calcium fluorescence, CHO RD-HGA16 cells. Trace amine-associated receptor 1 (Homo sapiens), Q96RJ0. vehicle wells 0%, saturating PEA agonist 100%. activation, % at 3 µM. 360,000 compounds, 0.99% hits. AID 624467, 2012;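 active = activation above the mean activation of all test compounds in the run plus 3 SD, cut at about 38% in these data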
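Test system: RD-HGA16 (CHO) cells co-expressing Gα16 and hTAAR1 / Benchmarks: DMSO vehicle as 0%, PEA at EC100 as 100% / Repeats: no replicates (n 1) / Measure: % activation from peak over basal fluorescence ratio, DMSO-to-PEA scaled / Timing: 17-24 h plating, Fluo-8 75 min 37 °C, 30 min RT / Technique: kinetic Fluo-8 calcium fluorescence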
M1 antag – human M1 muscarinic receptor antagonists, primary screen, CHO-K1 cells, Fluo-8 calcium fluorescence, 1536-well; Muscarinic acetylcholine receptor M1 (Homo sapiens), P11229; 360,000 compounds, 1.3% hits; inhibition, % at 3 µM; CHO-K1 hM1, ACh EC80 antagonist;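 active = percent inhibition above its own plate's cutoff, namely the mean of that plate's compound wells plus 3 SD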;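 note: peak over basal fluorescence ratio during 140 s after agonist addition; 0% = ACh EC80 plus DMSO and 100% = DMSO alone without agonist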
M1 ag – human M1 muscarinic receptor agonists, primary screen, Fluo-8 calcium fluorescence, CHO-K1 cells, HTS; Muscarinic acetylcholine receptor M1 (Homo sapiens), P11229; CHO-K1 hM1, agonist mode; 0% DMSO, 100% acetylcholine EC100; activation, % at 3 µM; 360,000 compounds, 0.33% hits; AID 588814, 2011;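 active = activation above the run's mean compound activation plus 3 SD, cut at about 16% in these data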;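 note: peak over basal fluorescence ratio within a 140 s kinetic read after compound addition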
CHRM5 agonist – human M5 muscarinic receptor agonists, primary screen, CHO-K1 cells, Fluo-8 calcium fluorescence | Muscarinic acetylcholine receptor M5 (Homo sapiens), P08912 | CHO-K1 hM5 cells; 0% DMSO wells, 100% maximal acetylcholine response | activation, % at 3 µM | 360,000 compounds, 0.19% hits | AID 624037, 2012;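 active = activation above the run's mean over test compounds plus 3 SD, cut at about 23% in these data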;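 note: signal is peak over basal fluorescence ratio across the kinetic read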
M1 PAM – human M1 muscarinic receptor positive allosteric modulators, primary screen, CHO-K1 cells, Fluo-8 calcium fluorescence, 1536-well. Muscarinic acetylcholine receptor M1 (Homo sapiens), P11229. CHO-K1 hM1, ACh EC20; 0% = ACh EC20, 100% = maximal ACh. activation, % at 3 µM. 360,000 compounds, 0.088% hits. AID 588819, 2011; in the data active = activation above about 19%, passing the limit was not always enough
CHRM4 antagonist – human M4 muscarinic receptor antagonists, primary screen, CHO cells, Fluo-8 calcium fluorescence. inhibition, % at 3 µM. CHO-hM4 cells, ACh EC80. Muscarinic acetylcholine receptor M4 (Homo sapiens), P08173. 360,000 compounds, 0.73% hits. AID 624125, 2012;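 active = inhibition above its plate's cutoff, the mean inhibition of sample wells plus 3 SD, cut at about 27% in these data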;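 note: 0% = acetylcholine EC80 with DMSO and 100% = DMSO without agonist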
Target sequence (P08173 whole entry, looked up): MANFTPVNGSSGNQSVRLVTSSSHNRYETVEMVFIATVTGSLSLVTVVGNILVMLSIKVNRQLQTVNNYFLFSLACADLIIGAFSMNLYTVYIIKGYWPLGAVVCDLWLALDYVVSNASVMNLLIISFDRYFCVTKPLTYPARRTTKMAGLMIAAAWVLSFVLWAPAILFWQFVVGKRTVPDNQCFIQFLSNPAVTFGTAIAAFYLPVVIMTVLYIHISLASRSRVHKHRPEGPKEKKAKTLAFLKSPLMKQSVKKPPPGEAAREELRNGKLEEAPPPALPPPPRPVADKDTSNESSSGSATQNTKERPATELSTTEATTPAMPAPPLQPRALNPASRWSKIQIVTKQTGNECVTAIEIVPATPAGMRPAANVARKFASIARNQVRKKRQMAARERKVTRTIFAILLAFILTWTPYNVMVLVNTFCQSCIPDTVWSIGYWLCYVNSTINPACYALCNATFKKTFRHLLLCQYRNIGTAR
CHRM4 agonist – human M4 muscarinic receptor agonists, primary screen, CHO-K1 cells, Fluo-8 calcium fluorescence; AID 624127, 2012; CHO-K1 hM4/Gqi5; vehicle 0%, full acetylcholine response 100%; activation, % at 3 µM; 360,000 compounds, 0.14% hits; Muscarinic acetylcholine receptor M4 (Homo sapiens), P08173;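 active = activation above the run mean over all test wells plus 3 SD, cut at about 32% in these data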;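 note: peak over basal fluorescence ratio per well then scaled between controls; 0% = DMSO wells and 100% = acetylcholine at EC100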
CHRM5 PAM – human M5 muscarinic receptor positive allosteric modulators, primary screen, CHO-K1 cells, Fluo-8 calcium fluorescence; AID 624038, 2012; CHO-K1 hM5, ACh EC20 PAM; 0% = ACh EC20, 100% = ACh EC100; 360,000 compounds, 0.3% hits; activation, % at 3 µM;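 active = activation above the run cutoff, the mean activation of all test compounds plus 3 SD, cut at about 18% in these data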
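System: CHO-K1 cell line with stable human muscarinic M5 receptor expression | Also added: EC20 acetylcholine as agonist stimulus | Compound: One concentration, 3 µM final (nominal) | Timing: Fluo-8 loading 80 min at 37 °C plus 30 min room temperature | Measured by: Fluo-8 calcium dye fluorescence, kinetic read | Read-out basis: % activation, ACh-normalized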
An asterisk follows results filed as active; / = no result given; & = joins results of further samples.

[1] COc1ccc(CC(NC(C)=O)C(=O)NC2CCN(S(=O)(=O)c3ccccc3)CC2)c(OC)c1 (stereo unspecified)
[2] O=C(NN1C(=O)C2C3C=CC(O3)C2C1=O)c1ccncc1 (stereo unspecified)
[3] C=CCn1c(SCC(=O)Nc2ccc(Cl)cn2)nnc1C1CC1
[4] COc1ccc(-c2nsc(SCC(=O)NCC3CCCO3)n2)cc1 (stereo unspecified)
[5] O=C(CSC1CS(=O)(=O)c2cc([N+](=O)[O-])ccc21)NNC(=O)c1ccc(Cl)cc1 (stereo unspecified)
[6] COc1ccc(-c2cnc3c(NC(C)=O)cc(-c4cccc(NS(C)(=O)=O)c4)cn23)cc1OC
[7] O=S(=O)(c1ccc(SCCOc2ccc(F)cc2)nc1)N1CCCC1
[8] CNC(=O)OCN1C(=O)C2CC=CCC2C1=O (stereo unspecified)
entry no.	1	2	3	4	5	6	7	8
M5 antag	9	-6	6	8	12	2	9	8
TAAR1 ag	0	0	1	0	14	4	2	1
M1 antag	-11	-6	-20	9	2	-20	-10	-17
M1 ag	-4	-2	-1	-3	-3	-7	0	0
CHRM5 agonist	-2	0	-3	-1	-1	-1	-2	2
M1 PAM	4	6	17	3	-2	7	9	15
CHRM4 antagonist	-6	-18	-8	-7	8	-2	-2	-13
CHRM4 agonist	2	0	1	3	0	0	1	1
CHRM5 PAM	4	3	4	-5	-6	0	-11	8

By substructure, those above containing an aryl thioether with sulfur outside any ring
[3] C=CCn1c(SCC(=O)Nc2ccc(Cl)cn2)nnc1C1CC1
[4] COc1ccc(-c2nsc(SCC(=O)NCC3CCCO3)n2)cc1 (stereo unspecified)
[7] O=S(=O)(c1ccc(SCCOc2ccc(F)cc2)nc1)N1CCCC1
entry no.	3	4	7
M5 antag	6	8	9
TAAR1 ag	1	0	2
M1 antag	-20	9	-10
M1 ag	-1	-3	0
CHRM5 agonist	-3	-1	-2
M1 PAM	17	3	9
CHRM4 antagonist	-8	-7	-2
CHRM4 agonist	1	3	1
CHRM5 PAM	4	-5	-11

Following part
[9] CCC(C)NC(=O)CSc1nnc(-c2cc(-c3cccs3)nc3ccccc23)o1 (stereo unspecified)
[10] COc1ccc(OC)c(NC(=O)C2CCCN2C(=O)OCc2ccccc2)c1 (stereo unspecified)
[11] CCCc1[nH]c2ccc(C#N)cc2c1CCC
[12] COc1cc2ccccc2cc1C(=O)Nc1ccc(N2CCOCC2)cc1
[13] COc1cc2c(cc1[N+](=O)[O-])-c1ccccc1C2
[14] O=C(CSc1nc2ccccc2c(=O)n1CCCN1CCOCC1)Nc1cccc(S(=O)(=O)N2CCCCCC2)c1
[15] CSc1nnc(C)c(=O)n1COC(=O)COc1ccc(Cl)cc1
[16] CCn1cc(CNC(=O)CCc2ccc(OC)cc2)cn1
entry no.	9	10	11	12	13	14	15	16
M5 antag	6	-7	14	-10	5	1	2	-2
TAAR1 ag	10	3	17	4	2	3	-1	5
M1 antag	-4	-22	16	5	-6	0	-1	-16
M1 ag	-2	-5	-7	-10	-4	-14	-4	-1
CHRM5 agonist	1	-5	-8	-1	-7	-7	0	-2
M1 PAM	3	0	-16	-5	0	-5	3	9
CHRM4 antagonist	0	-9	4	-19	-14	1	6	3
CHRM4 agonist	4	0	5	15	2	6	1	1
CHRM5 PAM	-5	-8	-31	-3	-2	2	4	-1

[17] CCOc1ncccc1C(=O)N1CCN(S(=O)(=O)c2cccs2)CC1
[18] Cc1ccc(C(=O)NC(=S)NCC2CCCO2)cc1Br (stereo unspecified)
[19] Cc1c(Cl)cccc1NC(=O)c1nc(C)n(-c2cc(OC(C)C)c(Cl)cc2Cl)n1
[20] O=c1nc(Nc2ccccc2)sc2ccc([N+](=O)[O-])cc12
[21] COc1ccccc1CNC(=O)c1ccc2nc(C)c(N(C)Cc3ccc(NC(C)=O)cc3)n2c1
[22] Cn1c(=O)c2sc3c(c2n(CC(=O)Nc2ccccc2)c1=O)COC(C)(C)C3
[23] CC(=O)c1ccc(N2CCN(c3ccnc4cc(Cl)ccc34)CC2)cc1
[24] CCn1nc(C)c(/C=N/NC(=O)c2c[nH]c3ccccc23)c1C
entry no.	17	18	19	20	21	22	23	24
M5 antag	14	-3	-2	-2	4	13	1	-3
TAAR1 ag	1	3	12	0	6	0	0	5
M1 antag	-3	-9	4	-10	-5	7	-8	-5
M1 ag	-8	-7	-6	-6	-4	-3	-10	-4
CHRM5 agonist	-3	-5	-2	-1	0	-5	-4	-1
M1 PAM	6	5	-11	7	-6	-3	-5	2
CHRM4 antagonist	6	-14	1	9	-3	2	-10	-3
CHRM4 agonist	0	1	-1	0	7	1	7	2
CHRM5 PAM	-5	-2	-4	1	0	-2	-5	-7

Values by screen from the entries so far.
M1 antag, compounds 17 to 21: -3, -9, 4, -10, -5
CHRM5 PAM, compounds 17 to 21: -5, -2, -4, 1, 0

New compounds follow:
[25] Cc1cc(C)cc(C(=O)OCC(=O)Nc2cccc(S(=O)(=O)NC3=NCCCCC3)c2)c1
[26] C/C(=N\NC(=O)c1n[nH]c2c1CCC2)c1cccs1
[27] COc1cc2c(cc1OC)C(C)=NC1(CCCCC1)C2
[28] O=C(O)/C(=C\c1ccco1)NC(=O)c1ccccc1
[29] CSCCC(NC(=O)c1ccco1)C(=O)N1CCN(Cc2ccccc2)CC1 (stereo unspecified)
[30] COc1cc(C(=O)N(c2ccc(C)c(C)c2)C2C=CS(=O)(=O)C2)cc(OC)c1OC (stereo unspecified)
[31] c1ccc(NCCSc2nc3ccccc3s2)cc1
[32] Cc1cc(C)nc(Nc2nc(C(N)Cc3ccccc3)cs2)n1 (stereo unspecified)
entry no.	25	26	27	28	29	30	31	32
M5 antag	13	19	7	1	4	11	9	-4
TAAR1 ag	6	2	-1	0	3	8	0	9
M1 antag	3	17	0	-5	-5	8	-13	-9
M1 ag	-5	-2	-7	-1	-7	-4	-1	8
CHRM5 agonist	0	1	-1	-2	-2	-4	3	4
M1 PAM	-1	-7	7	5	1	-2	11	8
CHRM4 antagonist	6	12	6	0	-18	1	-1	-5
CHRM4 agonist	5	16	0	-1	2	0	0	6
CHRM5 PAM	-10	-14	-2	-1	1	-2	6	-1

[33] COc1ccc2nc(NC(=O)CSc3nc(C)cc(=O)[nH]3)sc2c1
[34] COc1ccccc1S(=O)(=O)Nc1cccc(-c2nnc3n2CCCCC3)c1
[35] O=C(Nc1cccc2cccnc12)c1ccc(Cl)cc1
[36] CCC(CC)NC(=O)c1cc(OC)c(OC)cc1[N+](=O)[O-]
[37] CC1C2CC(C(CN(C)C)/C2=N/O)C1(C)C (stereo unspecified)
[38] CSC(=NC1CCCCC1)NS(=O)(=O)c1ccccc1
[39] CCOc1cc(-c2cc(N)n[nH]2)cc(OCC)c1OCC
[40] O=C(CCN1C(=O)/C(=C\c2cccs2)SC1=S)NC1=NCCS1
entry no.	33	34	35	36	37	38	39	40
M5 antag	-1	9	-2	-6	1	10&3	-3	4
TAAR1 ag	2	15	5	6	6	0&9	-1	4
M1 antag	-4	-16	-12	-12	-1	-8&-7	-10	-8
M1 ag	2	0	-4	-3	-15	-8&-4	-2	-4
CHRM5 agonist	4	1	2	-5	-6	-8&-2	1	0
M1 PAM	9	10	6	8	0	2&8	4	9
CHRM4 antagonist	9	0	1	-4	5	-15&9	-11	6
CHRM4 agonist	0	0	-1	0	1	0&-1	3	3
CHRM5 PAM	-5	0	-2	2	-5	-1&-3	4	-7

[41] Cc1ccc([N+](=O)[O-])c(OCC(=O)OCC(=O)c2ccccc2)c1
[42] CCOC(=O)C1Sc2[nH]c(=O)sc2C(c2ccc(Cl)cc2)C1C(=O)OCC (stereo unspecified)
[43] CN(C(=O)COC(=O)c1ccc(Cl)nc1)C1CCS(=O)(=O)C1 (stereo unspecified)
[44] CC(C)(C)NC(=O)Cn1cnc([N+](=O)[O-])n1
[45] O=C1Cc2ccccc2Sc2ccc(Cl)cc21
[46] CCOC(=O)C1=C(C)N(C)C(=S)NC1c1ccc(Cl)cc1 (stereo unspecified)
[47] CC12CCC(C(=NO)C1=NO)C2(C)C (stereo unspecified)
[48] COc1ccc(S(=O)(=O)N2CCC(C(=O)NCc3ccccc3)CC2)cc1OC
entry no.	41	42	43	44	45	46	47	48
M5 antag	-5	3	6	-4	-8	2	16	-5
TAAR1 ag	-2	7	1	12	10	1	0	5
M1 antag	5	0	-12	-7	-39	-14	1	0
M1 ag	-4	-2	-5	-2	-6	-8	-2	-7
CHRM5 agonist	-4	-1	1	1	-6	-10	0	-4
M1 PAM	0	1	6	8	-2	3	3	8
CHRM4 antagonist	-5	8	-1	-5	-14	-9	7	0
CHRM4 agonist	1	-2	2	2	-1	1	0	2
CHRM5 PAM	0	-7	3	1	-2	-4	3	-7

Compound profiles, as listed above. Order of screens: M5 antag	TAAR1 ag	M1 antag	M1 ag	CHRM5 agonist	M1 PAM	CHRM4 antagonist	CHRM4 agonist	CHRM5 PAM
Entry for CC(C)(C)NC(=O)Cn1cnc([N+](=O)[O-])n1 : -4	12	-7	-2	1	8	-5	2	1
Entry for Cc1ccc(C(=O)NC(=S)NCC2CCCO2)cc1Br (stereo unspecified) : -3	3	-9	-7	-5	5	-14	1	-2

Later entries:
[49] Cc1ccc2cc3cc(C(=O)N4CC(C)CC(C)C4)oc3nc2c1 (stereo unspecified)
[50] O=C(Cc1ccc(Cl)cc1)SCc1ccccc1
[51] COc1ccc(CN2CCNC(=O)C2CC(=O)N(C)Cc2nc(C)cs2)c(OC)c1 (stereo unspecified)
[52] O=C1c2ccccc2C(c2nnnn2-c2ccc3c(c2)OCCO3)N1Cc1cccs1 (stereo unspecified)
[53] O=C(CCCc1ccccc1)NC1CCSC1=O (stereo unspecified)
[54] Cc1ccc(C(=O)N2CCC(n3nccc3NC(=O)c3ccccc3C)CC2)cn1
entry no.	49	50	51	52	53	54
M5 antag	0	3	13	-8	0	-12
TAAR1 ag	0	17	1	2	6	6
M1 antag	-18	-1	-6	/	-8	-9
M1 ag	-6	-3	0	/	-1	-3
CHRM5 agonist	-7	-1	-4	2	2	-2
M1 PAM	-1	4	10	/	1	0
CHRM4 antagonist	1	11	1	9	3	0
CHRM4 agonist	1	-1	0	0	2	1
CHRM5 PAM	-6	2	-5	-4	-8	6

Source: PubChem (The Scripps Research Institute Molecular Screening Center)

Only part of the results is shown; the hit share may differ from the screen's.
